# From PubChem BioAssay
# TexasRed fluor: counter-screen for TRb-SRC2 inhibitors: fluorescence interference | 0.29% of 280,000 active | TRb/SRC2 Texas Red total fluorescence interference | Potency, µM (titrated, usually from 106 µM), without a hit: at the top dose fluorescence change, negative = quenching | AID 1479; active means well fitted curve in either direction with a large enough effect; inconclusive means small, poorly fitted or top-dose-only effect; further: potency means the concentration at half of the fitted maximal effect; on the % scale 0 is the no-effect control and ±100 the full control effect
#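 Human TRβ ligand-binding domain (0.6 uM) and Texas Red SRC2 peptide (20 nM) in Tris buffer with 1 uM T3 and 5% DMSO were incubated with pinned compound for 5 hr at ambient temperature. Total fluorescence was computed as S + 2P (555/632 nm).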
# GLA spleen mod: inhibitors or activators of human alpha-galactosidase in spleen homogenate | P06280 | human spleen homogenate, 4MU-alpha-Gal fluorescence, 40 min | Potency, µM (highest dose often 80 µM), for inactives: at the top dose activity change, negative = inhibition, most hits filed as inhibitors | 0.008% of 240,000 active | AID 2107;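 further: potency means the concentration at half of the fitted maximal effect; 0% = enzyme with vehicle and -100% = no enzyme basal signal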
# Target sequence (P06280 32-429 limits assumed): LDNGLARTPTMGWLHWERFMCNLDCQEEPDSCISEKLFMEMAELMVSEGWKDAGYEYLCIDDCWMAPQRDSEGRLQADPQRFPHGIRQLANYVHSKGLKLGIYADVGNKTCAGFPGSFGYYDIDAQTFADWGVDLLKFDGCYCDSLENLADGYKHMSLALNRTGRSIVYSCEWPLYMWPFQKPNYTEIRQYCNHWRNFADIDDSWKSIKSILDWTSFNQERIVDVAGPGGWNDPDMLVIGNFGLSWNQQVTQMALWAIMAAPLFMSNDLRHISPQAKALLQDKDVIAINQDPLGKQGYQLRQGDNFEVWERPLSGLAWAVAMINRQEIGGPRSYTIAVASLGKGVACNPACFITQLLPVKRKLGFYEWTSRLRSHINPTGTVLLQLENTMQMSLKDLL
#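 Inhibition or activation of alpha-galactosidase in human spleen homogenate is scored by 4-MU fluorescence after 40 min at 37C, pH 5.0, with 1 mM substrate. AC50s come from concentration-response fitted to the Hill equation.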
# NPSR antagonist: antagonists of human neuropeptide S receptor cAMP signaling | Q6W5P4 | CHO-NPSR cells, cAMP TR-FRET, antagonist mode | Potency, µM (highest dose often 38.3 µM), for the others: top-dose activity change, negative = inhibition, usual class: inhibitors | 1% of 220,000 active; further: potency means the concentration at half of the fitted maximal effect; on the % scale 0 is the no-effect control and ±100 the full control effect; nearly all actives have a fitted effect of over 50% in size; many of its hits are not listed in these tables
# Target sequence (Q6W5P4 whole entry, looked up): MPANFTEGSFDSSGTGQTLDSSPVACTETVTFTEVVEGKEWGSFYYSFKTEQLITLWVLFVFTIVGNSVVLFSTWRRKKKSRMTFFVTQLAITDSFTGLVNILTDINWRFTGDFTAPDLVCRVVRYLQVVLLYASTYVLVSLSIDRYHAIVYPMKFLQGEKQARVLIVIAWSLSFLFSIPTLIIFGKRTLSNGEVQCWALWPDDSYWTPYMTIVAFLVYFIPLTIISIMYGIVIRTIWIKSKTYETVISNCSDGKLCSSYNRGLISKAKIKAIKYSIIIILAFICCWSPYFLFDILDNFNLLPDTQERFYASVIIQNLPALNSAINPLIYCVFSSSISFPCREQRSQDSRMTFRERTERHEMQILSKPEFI
# CBFb RUNX1 block: inhibitors of human CBF-beta and RUNX1 interaction; AID 1477; Potency, µM (highest dose often 59.8 µM), for the others: at the highest dose activity, negative = inhibition, most hits filed as inhibitors; AlphaScreen CBFb-His/RUNX1-biotin binding, biochemical; 230,000 tested, under 10 active; Q01196+Q13951; further: % of control where 0% means no effect
#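 CBF-beta (His) and RUNX1 (biotin), 30 nM each; 20 min preassociation; + compound, 15 min; + beads 50 ng each (Ni, streptavidin), 90 min; RT; AlphaScreen read.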
# Tau fluor cs: counter-screen for tau fibril formation inhibitors. AID 1463. tau K18 P301L (four-repeat tau fragment) Alexa594 fluorescence, heparin fibrillization. Potency, µM (series often up to 57.7 µM), without a hit: at the top dose activity change, negative = decrease. 0.93% of 280,000 active; further: potency means the concentration at half of the fitted maximal effect; on the % scale 0 is the no-effect control and ±100 the full control effect; nearly all actives have a fitted effect of over 55% in size
#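 Human K18 P301L tau (15 uM unlabeled plus 0.24 uM Alexa 594-labeled, final) in 100 mM sodium acetate pH 7 was mixed with compound and 20 uM heparin and incubated 6 hr at 37 C.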
# Tau fibril FP: tau fibrillization inhibition (FP); P10636; Potency, µM (top dose mostly 57.7 µM), for inactives: top-dose activity, negative = inhibition, hits mostly inhibitors; 0.39% of 280,000 active; K18 P301L tau heparin fibrillization, Alexa594 FP, 6 h; further: potency means the concentration at half of the fitted maximal effect; on the % scale 0 is the no-effect control and ±100 the full control effect; nearly all actives have a fitted effect of over 55% in size
# Target sequence (P10636 561-689 P618L limits assumed): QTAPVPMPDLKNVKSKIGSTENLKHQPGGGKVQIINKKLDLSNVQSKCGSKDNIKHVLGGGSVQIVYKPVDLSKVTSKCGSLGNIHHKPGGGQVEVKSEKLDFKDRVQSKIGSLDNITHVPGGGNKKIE
#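 FP of Alexa 594-tau after heparin (20 uM) induction. Substrate: human K18 P301L, 15 uM unlabeled, 0.24 uM labeled. Buffer 100 mM sodium acetate pH 7. 6 hr, 37 C.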
# Epigenetic derep: derepresses silenced GFP reporter in murine cells; 0.2% of 280,000 active; Potency, µM (highest dose often 53.9 µM), inactives show at the top dose GFP activation, hits mostly activators; murine LDR cells, GFP reporter derepression, 30 h; further: potency means the concentration at half of the fitted maximal effect; % of control where 0% means no effect; nearly all actives have a fitted effect of over 60% in size
#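 Murine LDR cells bearing a silenced CMV-driven GFP reporter were exposed to compound for 30 h at 37 C. After PBS washes, GFP-positive cells (20-120 um objects) counted by laser-scanning microplate cytometry.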
# TRb SRC2 PPI: TRbeta-SRC2 interaction inhibition. 0.065% of 280,000 active. P10828. AID 1469. Potency, µM (titrated, usually from 106 µM), for inactives: at the top dose activity change, negative = inhibition, most hits filed as inhibitors. TRbeta-SRC2 peptide binding, fluorescence polarization; receptor liganded with 1 µM T3;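 further: potency means the concentration at half of the fitted maximal effect; plate controls were bound peptide for no effect and peptide without receptor for full effect; nearly all actives have a fitted effect of over 50% in size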
#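 A fluorescence polarization screen tested compounds at multiple concentrations against complex formation between 0.6 uM TRb ligand-binding domain and 20 nM Texas Red SRC2 peptide, with 1 uM T3 present; readout after 5 hr.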
# An asterisk follows results filed as active; u = inconclusive; x = no result given; & = joins results of further samples; [ ] = another dose, or the depositor's remark. Unless noted, the call rests on the fitted dose curve; in most records, active means well fitted curve in the direction sought with a large enough effect; inconclusive means small, poorly fitted or top-dose-only effect, or another doubt; inactive means no such curve, though single readings can be large; an effect the other way counts as inactive or inconclusive. This is a subset; the hit share may differ from the screen's.
SMILES,TexasRed fluor,GLA spleen mod,NPSR antagonist,CBFb RUNX1 block,Tau fluor cs,Tau fibril FP,Epigenetic derep,TRb SRC2 PPI
C[C@H]1[C@H]2CC[C@H]3C4CC=C5C[C@@H](N(C)C)CC[C@]5(C)C4CC[C@]23CN1C (stereo not given in full),-1%,7%,x,3%[21.7 µM],-6%,-16%,-3.6%,-2%
CCOC(=O)C1CCN(C(=O)CSc2n[nH]c(-c3ccc(OC)cc3)n2)CC1,-2%,x,x,x,-1%,-4%,1.5%,0%
COc1ccc(NC(=O)c2cccnc2Sc2ccccc2)c(OC)c1,0%,-9%,16%,-6%,-8%,15%,1.0%,5%
CC(=O)Nc1ccc(NC(=O)c2ccc(COc3ccc(Cl)cc3Cl)o2)cc1,4%,x,x,x,u,u,3.8%,4%
CCOC(=O)CNC(=O)Cn1cnc2sc(C)c(S(=O)(=O)N3CCC(C)CC3)c2c1=O,0%,5%,8%,4%,1%,0%,-0.1%,-9%
Cc1ccc(-c2noc(CN(C3CCCCC3)S(=O)(=O)c3ccc(C)cc3)n2)cc1,-17%,x,x,x,u,-18%,-1.0%,2%
COc1cccc(CNC(=O)c2nc(Cn3nc(C)c(Br)c3C)no2)c1,-3%,x,x,x,3%,3%,2.0%,5%
COc1ccc(-n2c(-c3ccc(Cl)cc3)cc3c2CC(C)(C)CC3=O)c(OC)c1,-5%,x,x,x,-14%,4%,0.0%,4%
CCc1ccc(Sc2cc(C(=O)NC(C)CC)c3ccccc3n2)cc1 (stereo not given),-1%,x,x,x,-19%,-6%,0.0%,-5%
N/C(=N\OC(=O)c1ccc(Cl)cc1)c1ccc(Cl)cc1,-10%,5%,-1%[46.1 µM],1%,-5%,6%,-1.0%,1%
Cc1ccc(N(C)C(CNS(=O)(=O)c2ccccc2)c2ccccc2)cc1 (stereo not given),-2%,x,x,x,u,7%,-0.9%,9%
O=C(NCCC1=CCCCC1)c1ccc2c(c1)ncn2-c1cccc(Cl)c1,-2%,x,x,x,3%,-5%,-1.0%,5%
COc1ccc(/C=C/C(=O)Nc2ccccc2C)cc1S(=O)(=O)N1CCOCC1,-1%,-3%,-16%,6%,-27%,-4%,5.0%,8%
COC(=O)c1c(NC(=O)Cc2coc3ccc(C)cc23)sc2c1CCC2,-6%,x,x,x,-15%,-4%,0.8%,6%
CCOc1cc(C)c(Cl)cc1S(=O)(=O)NCc1ccco1,-8%,-6%,-11%[46.1 µM],6%,1%,-7%,-2.3%,-7%
CN(C)c1nc(N(C)C)n(C(=O)c2ccc(F)cc2)n1,0%,3%,18%,2%,0%,3%,-2.5%,-5%
C=CCNc1nc(Nc2ccc(OC)cc2OC)nc(OCC)n1,-10%,5%,-9%[46.1 µM],5%,-20%,4%,3.4%,0%
CCn1c(NCc2ccc(OC)c(OC)c2)nc2ccccc21,u,x,x,x,6%,2%,-1.0%,-1%
CCOc1cnn(-c2cc(Oc3ccc(C)cc3)ncn2)c(=O)c1Cl,-6%,4%,-13%[46.1 µM],-1%,-16%,1%,-0.7%,3%
CC1CCN(S(=O)(=O)c2cc(C(=O)N3CCN(c4ccccc4F)CC3)n(C)c2)CC1,2%,x,x,x,-8%,0%,0.0%,-2%
COc1ccc(C(=O)O)cc1S(=O)(=O)NCCc1ccccn1,-4%,26%,8%,3%,12%,11%,-1.6%,5%
COC(=O)c1sccc1N/N=C(\C)c1ccc(F)c(Cl)c1,1%,5%,-7%[46.1 µM],4%,-24%,u,1.3%,-16%
Cc1cc(C)c2cc(CN(CCO)Cc3nnnn3Cc3ccc(F)cc3)c(=O)[nH]c2c1,2%,1%,-13%[46.1 µM],7%,2%,1%,0.0%,-4%
Cc1cccc(N(CC(=O)Nc2ccccc2C(F)(F)F)S(=O)(=O)c2ccccc2)c1C,-2%,x,x,x,u,-4%,7.8%,8%
CCCc1nnc(NC(=O)CCC(=O)N2CCN(S(=O)(=O)c3ccc(F)cc3)CC2)s1,0%,-4%,1%,u,0%,-1%,0.0%,3%

# The last 5 compounds of the section above lead into the next.
SMILES,TexasRed fluor,GLA spleen mod,NPSR antagonist,CBFb RUNX1 block,Tau fluor cs,Tau fibril FP,Epigenetic derep,TRb SRC2 PPI
COc1ccc(C(=O)O)cc1S(=O)(=O)NCCc1ccccn1,-4%,26%,8%,3%,12%,11%,-1.6%,5%
COC(=O)c1sccc1N/N=C(\C)c1ccc(F)c(Cl)c1,1%,5%,-7%[46.1 µM],4%,-24%,u,1.3%,-16%
Cc1cc(C)c2cc(CN(CCO)Cc3nnnn3Cc3ccc(F)cc3)c(=O)[nH]c2c1,2%,1%,-13%[46.1 µM],7%,2%,1%,0.0%,-4%
Cc1cccc(N(CC(=O)Nc2ccccc2C(F)(F)F)S(=O)(=O)c2ccccc2)c1C,-2%,x,x,x,u,-4%,7.8%,8%
CCCc1nnc(NC(=O)CCC(=O)N2CCN(S(=O)(=O)c3ccc(F)cc3)CC2)s1,0%,-4%,1%,u,0%,-1%,0.0%,3%
O=S(=O)(Nc1ccc(OC(F)(F)F)cc1)c1cccc2nonc12,-4%,0%,-18%,-2%,-7%,6%,0.0%,-2%
CC1=[N+](C)N(c2ccccc2)C(=O)C1N=Cc1c(Cl)cccc1Cl (stereo not given),-23%,9%,14%,-3%,4%,5%,0.0%,-1%
Cc1cc(C)cc(NC(=O)C2CCN(c3cnccn3)CC2)c1,0%,6%,-6%,-7%,-2%,-11%,-1.1%,-10%
Cc1ccc(N2CC(C(=O)NCc3cccs3)CC2=O)cc1 (stereo not given),-4%,0%,-3%[46.1 µM],4%,4%,2%,2.0%,4%
Cc1cc(C#N)c(C)n1-c1cc(S(=O)(=O)N2CCOCC2)ccc1N1CCCC1,1%,1%,u,-7%,-4%,-10%,-0.7%,-3%
O=C1N/C(=N/O)S/C1=C\c1ccccc1-n1cccn1,-1%,9%,-35%,5%,-6%,-6%,2.1%,3%
O=C(O)/C=C/c1cnc2ccccc2c1,-2%,9%,-3%,7%,6%,2%,-0.8%,4%
Cc1ccc(NCC(=O)N/N=C/c2ccc(OC(=O)c3ccco3)cc2)cc1,0%,-7%,-5%[46.1 µM],-11%,u,7%,-1.0%,-4%
CCCCC/C=C\CC(O)/C=C/c1cccc(CC(O)CCCCO)n1 (stereo not given),1%&-2%&0%,-7%&13%&4%,-6%[46.1 µM],-5%&26%&10%,-9%&3%&-4%,-10%&3%&0%,-1.2%&6.3%&-1.1%,-10%&7%&5%
COc1ccc(OC)c(C2c3c(oc4ccccc4c3=O)C(=O)N2CCCN(C)C)c1 (stereo not given),-3%,10%,10%[46.1 µM],7%,4%,-4%,0.0%,-3%
COc1ccc(-n2c(Cc3cccn3C)nnc2SCC(=O)NCCc2ccccc2)cc1,0%,10%,-22%[46.1 µM],-2%,-6%,-2%,-1.0%,-16%
O=C(NCCCn1ccnc1)c1cc2c(s1)CCCCC2,0%,2%,-4%[46.1 µM],2%,-7%,0%,1.2%,-12%
O=C(CN(Cc1ccc(F)cc1)C(=O)Cn1nnc2ccccc21)NCC1CCCO1 (stereo not given),-2%,1%,2%[46.1 µM],-4%,3%,0%,-2.0%,-13%
N/C(=N\OC(=O)Cc1ccc(Cl)cc1)c1cccnc1,-2%,5%,-18%[46.1 µM],3%,-2%,-3%,0.0%,-9%
O=C(CCCc1ccccc1)NCCC1=CCCCC1,3%,2%,0%,1%,-5%,-1%,-0.6%[10.1 µM],-3%
Cc1sc(NC(=O)c2cccs2)c(C(N)=O)c1C,-5%,-3%,-9%[46.1 µM],2%,-2%,0%,0.8%,3%
Cc1nn(-c2nc3ccccc3s2)c(C)c1Oc1ccccc1O,-5%,-5%,-12%[46.1 µM],6%,-29%,u,0.0%,-7%
CC(NC(=O)c1cccnc1)c1ccc2c(c1)OCO2 (stereo not given),-3%,3%,0%[46.1 µM],-1%,12%,11%,-0.7%,3%
O=C(CSc1ccccc1)NCCSCc1ccccc1,0%,-7%,3%,7%,-13%,-3%,0.0%,-2%
Cc1ccc(/C=C(\C#N)c2nn(-c3ccccc3)c(N)c2C#N)cc1,-1%,-8%,-6%,5%,-2%,u,-0.9%,8%
Cc1cccc(CNC(=O)CCCn2c(=O)c3cccn3c3ccc(F)cc32)c1,9%,x,x,x,5%,-15%,0.0%,10%
COC(c1ccccc1)c1nnc(CCC(=O)NCc2cccc(-n3cccn3)c2)o1 (stereo not given),-2%,-6%,6%,9%,-6%,8%,2.1%,-3%
NC(=O)CN1CCCN(S(=O)(=O)c2ccc(Br)cc2)CC1,-4%,-10%,0%[46.1 µM],-2%,3%,-2%,-0.4%,2%
COc1ccc(-c2c(C(F)(F)F)[nH]n3c(=O)cc(-c4ccccc4)nc23)cc1,-4%,4%,u,24%,u,8%,0.1%,-2%
O=C(NC1CCCC1)c1nc2c(nnn2Cc2cccc(Cl)c2)c(=O)[nH]1,3%,-4%,9%[7.67 µM],-7%,-1%,-4%,5.7%,-17%
CC(C)(C)c1cc[n+](C2=C([O-])c3ccccc3C(=O)/C2=N\S(=O)(=O)c2ccccc2)cc1,-12%,8%,u,-17%,u,u,5.2%,-7%
Cn1cc2ccc([N+](=O)[O-])cc2n1,-2%,-5%,12%,2%,-6%,u,-1.0%,-5%
CCCCN(C(=O)Cn1ncc(Cl)c(Cl)c1=O)c1c(N)n(CC(C)C)c(=O)[nH]c1=O,-1%,-2%,12%,-29%,5%,-10%,u,-2%

# Complete entries as entered above. Order of values: TexasRed fluor, GLA spleen mod, NPSR antagonist, CBFb RUNX1 block, Tau fluor cs, Tau fibril FP, Epigenetic derep, TRb SRC2 PPI
# CCn1c(NCc2ccc(OC)c(OC)c2)nc2ccccc21 in the list: u, x, x, x, 6%, 2%, -1.0%, -1%
# Cc1cc(C)c2cc(CN(CCO)Cc3nnnn3Cc3ccc(F)cc3)c(=O)[nH]c2c1 in the list: 2%, 1%, -13%[46.1 µM], 7%, 2%, 1%, 0.0%, -4%
